Screening results: PubChem BioAssay, National Center for Advancing Translational Sciences (NCATS)
ATXN2 expr inh – Primary qHTS for Inhibitors of ATXN expression | HEK-293 ATXN2-luciferase reporter, luminescence, 24 h | Potency, µM (highest dose often 57 µM), for inactives: at the top dose activity change, negative = inhibition, actives largely listed as inhibitors | 360,000 compounds, 0.72% hits | AID 1745845, 2022; further: on the % scale 0 is the no-effect control and ±100 the full control effect; nearly all actives have a fitted effect of over 55% in size
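ATXN2-luciferase reporter cells (luciferase flanked by upstream and downstream ATXN2 gene portions) were treated 24 h at 37 °C with compounds at up to 57 uM. SteadyGlo luminescence gave expression; GF-AFC fluorescence gave viability.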
EPAC2 antagonist – qHTS for Antagonist of cAMP-regulated guanine nucleotide exchange factor 2 (EPAC2): primary screen; EPAC2 GEF exchange of Rap1B-BODIPY-GDP, fluorescence; Potency, µM (titrated, usually from 114 µM), without a hit: at the highest dose activity, negative = inhibition, actives largely listed as inhibitors; 360,000 compounds, 0.18% hits; further: on the % scale 0 is the no-effect control and ±100 the full control effect; nearly all actives have a fitted effect of over 45% in size; many of its hits are not listed in these tables
Target sequence (Q8WZA2 whole entry, looked up): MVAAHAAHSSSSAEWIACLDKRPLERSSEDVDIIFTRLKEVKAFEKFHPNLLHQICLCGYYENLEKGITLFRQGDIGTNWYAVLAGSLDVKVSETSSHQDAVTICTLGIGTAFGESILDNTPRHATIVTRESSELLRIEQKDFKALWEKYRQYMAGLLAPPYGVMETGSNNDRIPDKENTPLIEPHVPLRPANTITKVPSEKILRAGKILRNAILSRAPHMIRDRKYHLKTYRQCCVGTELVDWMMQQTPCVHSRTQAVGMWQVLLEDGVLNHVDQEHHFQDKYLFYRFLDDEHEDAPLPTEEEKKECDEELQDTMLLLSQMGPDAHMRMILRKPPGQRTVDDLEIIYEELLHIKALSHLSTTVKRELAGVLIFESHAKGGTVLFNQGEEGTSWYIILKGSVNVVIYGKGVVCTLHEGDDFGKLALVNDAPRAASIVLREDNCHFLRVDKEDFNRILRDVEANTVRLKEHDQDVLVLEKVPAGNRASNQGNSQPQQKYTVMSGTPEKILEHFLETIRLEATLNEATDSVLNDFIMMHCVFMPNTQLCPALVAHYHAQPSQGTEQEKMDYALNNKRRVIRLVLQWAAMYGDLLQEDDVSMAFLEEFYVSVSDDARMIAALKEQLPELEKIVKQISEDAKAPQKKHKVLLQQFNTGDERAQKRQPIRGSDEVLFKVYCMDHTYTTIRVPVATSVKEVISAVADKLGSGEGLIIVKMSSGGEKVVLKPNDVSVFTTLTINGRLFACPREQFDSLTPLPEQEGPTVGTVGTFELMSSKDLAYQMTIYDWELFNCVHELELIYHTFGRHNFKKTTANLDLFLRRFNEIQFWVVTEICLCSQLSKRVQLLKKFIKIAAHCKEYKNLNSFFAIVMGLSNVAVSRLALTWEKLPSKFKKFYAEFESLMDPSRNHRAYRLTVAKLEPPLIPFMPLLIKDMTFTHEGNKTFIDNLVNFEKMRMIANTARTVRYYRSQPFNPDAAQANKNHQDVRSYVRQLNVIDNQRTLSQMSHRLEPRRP
Nrf2 activator – qHTS of Nrf2 Activators. AREc32 ARE-luciferase reporter (MCF7-derived line), luminescence, 24 h. Potency, µM (highest dose often 46.1 µM), without a hit: at the highest dose activation, actives largely listed as activators. 410,000 compounds, 0.31% hits. AID 624171, 2012; further: % of control where 0% means no effect; nearly all actives have a fitted effect of over 65% in size
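AREc32_Fluc, 1000 cells/well, OPTI-MEM + 5% FBS, o/n 37 deg C 5% CO2; 23 nL cpd by pin tool, 24 hr; Steady-Glo 30 min RT, luminescence.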
HepG2 tox – qHTS for Inhibitors of TGF-b: Cytotox Counterscreen | HepG2 CAGA-GFP viability, ATP luminescence, 18 h | Potency, µM (top dose mostly 46.1 µM), for the others: top-dose activity change, negative = cytotoxicity, usual class: cytotoxic | 410,000 compounds, 0.76% hits | AID 588856, 2011; further: some results filed as inactive show a strong effect at the top dose
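CellTiter-Glo luminescence gave cytotoxicity after 18 hours at 37 degrees C. The cells were HepG2 CAGA-GFP in 1% FBS DMEM, stimulated with 500 pg/mL TGF-beta after compound addition. %Activity was normalised to no-cell wells (complete cell-killing) and DMSO (no toxicity), and curves were fitted and classified.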
Nrf2 inh – Nrf2 qHTS screen for inhibitors | A549 ARE-Fluc reporter, luciferase luminescence, 18-24 h | Potency, µM (top dose mostly 46 µM), inactives show top-dose activity change, negative = inhibition, hits mostly inhibitors | 360,000 compounds, 2.1% hits | AID 504444, 2011; further: on the % scale 0 is the no-effect control and ±100 the full control effect; nearly all actives have a fitted effect of over 60% in size
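Reporter: ARE-Fluc in A549. Exposure: 18-24 h, 37 °C, 5% CO2, 5% FBS OPTI-MEM. Readouts: fluorescent cytotoxicity (CellTiter-Fluor), then luminescent Nrf2 signal after BugLite.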
A549 viability – Nrf2 qHTS screen for inhibitors: counterscreen for cytotoxicity | A549 ARE-Fluc cells, CellTiter-Fluor viability, 18-24 h | Potency, µM (top dose mostly 46 µM), without a hit: at the top dose activity change, negative = cytotoxicity, hits mostly inhibitors | 390,000 compounds, 0.16% hits | AID 504648, 2011; further: on the % scale 0 is the no-effect control and ±100 the full control effect
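A549 ARE-Fluc cells in 5% FBS OPTI-MEM, 5000 cells/well, rested 2 h then exposed to compounds in concentration-response for 18-24 h at 37 °C. Viability by CellTiter-Fluor fluorescence (Ex 405/Em 525) after 30 min; luciferase luminescence (BugLite, 15 min, RT) read afterwards.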
TGFb SMAD3 inh – qHTS for Inhibitors of TGF-b | HepG2 CAGA-GFP TGF-b/SMAD3 reporter, GFP fluorescence, 18 h; TGF-beta stimulated, 500 pg/mL final | Potency, µM (doses to about 46.1 µM), without a hit: at the top dose activity, negative = inhibition, actives largely listed as inhibitors | 410,000 compounds, 1.2% hits | AID 588855, 2011; further: on the % scale 0 is the no-effect control and ±100 the full control effect; nearly all actives have a fitted effect of over 65% in size
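Using HEPG2 CAGA-GFP reporter cells at 1000 cells/well, we pinned test compounds, stimulated with recombinant TGF-beta (500 pg/mL final) and measured total well GFP after 18 h.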
ATXN viability – Viability Counterscreen for Primary qHTS for Inhibitors of ATXN expression | Potency, µM (series often up to 56.7 µM), actives largely listed as cytotoxic | S2 cells (HEK-293 line with an ATXN2-luciferase reporter) viability, CellTiter-Fluor protease fluorescence, 24 h | 400,000 compounds, 0.49% hits; further: nearly all actives have a fitted effect of over 40% in size
MCF10A rereplic – A quantitative high throughput screen for small molecules that induce DNA re-replication in MCF 10a normal breast cells; MCF 10A DNA re-replication, Hoechst nuclear intensity, 48 h; Potency, µM (top dose mostly 46.1 µM), for inactives: top-dose activity, positive = re-replication, usual class: activators; 350,000 compounds, 2.9% hits; AID 624296, 2012; further: % of control where 0% means no effect; nearly all actives have a fitted effect of over 50% in size
* hit, by the source's call; i = inactive; ? = inconclusive; nt = no result given; & = joins results of further samples; [ ] = another dose, or the depositor's remark. The call rests on the fitted dose curve; in most records, active means well fitted curve in the direction sought with a large enough effect; inconclusive means small, poorly fitted or top-dose-only effect, or another doubt; inactive means no such curve, though single readings can be large; an effect the other way counts as inactive or inconclusive. Potency means the concentration at half of the fitted maximal effect.

Structure,ATXN2 expr inh,EPAC2 antagonist,Nrf2 activator,HepG2 tox,Nrf2 inh,A549 viability,TGFb SMAD3 inh,ATXN viability,MCF10A rereplic
Cc1cc(NS(=O)(=O)c2ccc(NC(=S)NC(=O)/C=C/c3ccccc3)cc2)no1,5%,?,11%,-5%,-11%,-3%,?,i,?
CCOC(=O)c1cccc(NC(=O)c2ccc3snnc3c2)c1,17%,nt,2.9%,-32%,-29%,-3%,-2%,i,nt
COCCOC(=O)C1=C(C)NC(=O)NC1C1CC=CCC1 (centres undefined),-1%,9%,-0.7%,-85%,4%,15%,5%,i,-32%
COc1cc([N+](=O)[O-])ccc1-c1ccc(/C=N/NC(=O)OC(C)(C)C)o1,-3%,2%,2.0%,12%,-10%,0%,-11%,i,10%
Cc1c(C(=O)NCc2cccc(C(F)(F)F)c2)sc(=O)n1Cc1ccc(S(=O)(=O)N(C)C)cc1,-11%,10%,0.4%,-12%,nt,nt,-23%,i,nt
CC(C)C(=O)Nc1c2c(nc3c1CCC3)CCCC2,4%,0%,-0.9%,-6%,4%,-12%,9%,i,-2%
O=C(Cn1c(=O)nc(-c2ccccc2)c2ccccc21)NCCc1ccc(Cl)cc1,nt,nt,7.6%,-2%,nt,-8%,-6%,nt,nt
O=C(NCCc1ccccc1F)C1CC(=O)N(c2ccc3c(c2)OCCO3)C1 (centres undefined),nt,-13%,-0.2%,-24%,nt,nt,6%,i,nt
Cc1ccccc1-c1ccc(=O)n(CC(=O)Nc2ccc(C(=O)N3CCCC3)cc2)n1,1%,-1%,-0.6%,-7%,?,-1%,-7%,i,3%
O=C(CCN1C(=O)COc2ccccc21)NCCN1CCOCC1,-24%,15%,4.2%,0%,?,1%,-7%,i,-5%
Cc1cc(OCC(=O)O/N=C(\N)Cc2cccs2)ccc1Br,6%,1%,3.1%,-7%,12%,7%,5%,i,13%
O=C(Nc1ccccc1)C(=O)c1cn(CC(=O)N2CCCCC2)c2ccccc12,-7%,1%,0.2%,2%,2%,-18%,2%,i,11%
COc1ccccc1CNc1ccc(C(=O)O)cc1,6%,9%,-0.6%,-4%,-8%,-1%,-1%,i,4%
CC1CCC/C(=N\NC(=O)c2ccncc2)C1 (centres undefined),nt,5%,3.9%,17%,-4%,-14%,?,i,12%
Cc1ccc(-n2ncc3c(N4CCN(C)CC4)ncnc32)cc1Cl,51%[activator],nt,5.3%,1%,nt,5%,11%,i,nt
CCc1ccc(OCC(=O)NCC(c2ccc(Cl)cc2)N2CCCCC2)cc1 (centres undefined),38%,?,1.4%,-61%,-4%,-1%,?,i,?
COc1ccccc1CNC(=O)COC(=O)c1cc(C)nc2ccccc12,-14%,0%,0.4%,-13%,-10%,-1%,0%,i,6%
CCN(CC)C(=O)CSc1ccc(C(F)(F)F)cc1[N+](=O)[O-],1%,0%,2.9%,-19%,15%,-5%,-2%,i,5%
CC(C)c1ccc(N(CC(=O)NCc2ccc(F)cc2)C(=O)c2snc(C(N)=O)c2N)cc1,-18%,-5%,0.5%,-42%,-25%,-15%,?,i,?
CCN1CCN(c2ccc(NC(=O)COc3ccccc3Cl)cc2)CC1,-1%,2%,0.3%,-28%,?,-1%,-15%,i,?
COc1cc(Cl)c(C)cc1NC(=O)CCc1c(C)nc2cc(-c3cccc(F)c3)nn2c1C,13%,nt,4.1%,-6%,-6%,0%,-6%,i,nt
Cc1ccc(NC(=O)CSc2nc3c([nH]c4ccccc43)c(=O)n2C)cc1,?,-23%,0.3%,-16%,-27%,-10%,-1%,?,?
COc1ccccc1/C=C1\SC(=S)N(C(C(=O)O)c2ccccc2)C1=O (centres undefined),8%,?,0.1%,-9%,-3%,-16%,-10%,?,6%
O=C(Nc1nonc1NC(=O)C1CCCCC1)C1CCCCC1,-6%,5%,-0.4%,2%,?,-14%,-13%,i,9%
CN(C)c1ccc(/C=N/Nc2ccc(-n3ccnc3)nn2)cc1,-12%,-7%,4.0%,2%,nt,-6%,-6%,i,0%
CC/C(C)=N/Nc1nc2c(c(=O)[nH]c(=O)n2C)n1CCc1ccccc1,14%,3%,5.1%,-13%,1%,-1%,20%,i,13%
COc1ccc(C2C(C(=O)Nc3cc(OC)c(OC)c(OC)c3)c3ccccc3C(=O)N2C)cc1 (centres undefined),8%,2%,-0.1%,25%,9%,-26%,?,i,?
O=C(N/N=C\C=C\c1ccco1)C1COc2ccccc2O1 (centres undefined),28%,0%,?,5%,10%,-2%,?,i,?
CC(C)NC(=O)C1(O)c2ccccc2NC(=O)N1c1ccc(Cl)c(Cl)c1 (centres undefined),-17%,0%,-0.9%,3%,-2%,-10%,-1%,i,0%
CC(C)C[C@H](N)c1cn([C@@H](Cc2cc3ccccc3[nH]2)C(=O)N2CCNCC2)nn1,2%,2%,-0.3%,9%,-4%,7%,21%,i,6%
COc1ccc(N2CCN(C(c3ccco3)c3sc4nc(C)nn4c3O)CC2)cc1 (centres undefined),nt,18%,-0.7%,-39%,?,0%,-30%,i,-26%&-6%
CN(C)c1ccc(CN(Cc2ccco2)C(=O)c2ccc(C(C)(C)C)cc2)cc1,nt,nt,-0.4%,-62%,?,0%,nt,nt,nt
CN(C)S(=O)(=O)c1cccc(NC(=S)NNC(=O)c2cc3ccccc3cc2O)c1,0%,-7%,-0.8%,1%,-5%,2%,-3%,i,-7%
COc1ccc(OC)c(NC(=O)c2cccc(NC(=O)c3ccccc3)c2)c1,-34%,11%,0.6%,-37%,?,1%,2%,i,6%
CCOc1cccc2cc(-c3cn4c(n3)sc3ccccc34)c(=O)oc12,nt,nt,3.2%,-9%,nt,1%,-3%,nt,nt
CN(CC(=O)Nc1cccc(F)c1)C(=O)c1ccncc1,3%,3%,-0.7%,2%,1%,-1%,20%,i,0%
CCc1cccc(NC(=O)COC(=O)CSc2ccc(C)cc2)c1,nt,?,0.6%,-28%,nt,nt,-2%,i,nt
CCOC(=O)N1CCN(Cc2cc(=O)oc3ccc4ccccc4c23)CC1,-18%,9%,0.1%,-2%,?,-1%,3%,i,?
CCOc1ccc(NC(=O)Nc2ccc3snnc3c2)cc1,11%,nt,0.9%,-26%,?,-6%,-3%,i,nt
COc1cc(/C=N/NC(=O)CNC(=O)c2ccncc2)ccc1O,-9%,9%,-0.4%,-1%,7%,-3%,-4%,i,0%
COc1cc(/C=C2\SC(=Nc3ccccc3OC)NC2=O)ccc1O,0%,-2%,3.4%,-20%,20%,-14%,16%,?,8.2µM*
Cc1nnc(NC(=O)CSc2nnc(-c3ccco3)o2)s1,7%,12%,2.9%,-10%,?,1%,0%,?,2%
COc1ccc(OC)c(NC(=O)Cn2c(CCC(=O)O)ccc2-c2ccc(C)cc2)c1,-2%,1%,3.0%,-2%,-13%,1%,31%,i,0%
CCCCN(C(=O)C1CC(=O)N(c2ccc3c(c2)OCCO3)C1)c1c(N)n(CCC)c(=O)[nH]c1=O (centres undefined),-9%,4%,-0.1%,5%,1%,-2%,5%,i,-6%
O=C(OCn1nnc2ccccc2c1=O)c1cccc(S(=O)(=O)N2CCOCC2)c1,0%,-5%,-0.4%,-1%,0%,7%,1%,i,0%
COc1cccc(N(CC(=O)Nc2ccccc2C)S(C)(=O)=O)c1,0%,0%,-0.4%,3%,-1%,-1%,-1%,i,17%

Part of the list above, as labelled records:
O=C(OCn1nnc2ccccc2c1=O)c1cccc(S(=O)(=O)N2CCOCC2)c1
  ATXN2 expr inh: 0%
  EPAC2 antagonist: -5%
  Nrf2 activator: -0.4%
  HepG2 tox: -1%
  Nrf2 inh: 0%
  A549 viability: 7%
  TGFb SMAD3 inh: 1%
  ATXN viability: i
  MCF10A rereplic: 0%
COc1cc(/C=C2\SC(=Nc3ccccc3OC)NC2=O)ccc1O
  ATXN2 expr inh: 0%
  EPAC2 antagonist: -2%
  Nrf2 activator: 3.4%
  HepG2 tox: -20%
  Nrf2 inh: 20%
  A549 viability: -14%
  TGFb SMAD3 inh: 16%
  ATXN viability: ?
  MCF10A rereplic: 8.2µM*
Cc1nnc(NC(=O)CSc2nnc(-c3ccco3)o2)s1
  ATXN2 expr inh: 7%
  EPAC2 antagonist: 12%
  Nrf2 activator: 2.9%
  HepG2 tox: -10%
  Nrf2 inh: ?
  A549 viability: 1%
  TGFb SMAD3 inh: 0%
  ATXN viability: ?
  MCF10A rereplic: 2%
COc1cccc(N(CC(=O)Nc2ccccc2C)S(C)(=O)=O)c1
  ATXN2 expr inh: 0%
  EPAC2 antagonist: 0%
  Nrf2 activator: -0.4%
  HepG2 tox: 3%
  Nrf2 inh: -1%
  A549 viability: -1%
  TGFb SMAD3 inh: -1%
  ATXN viability: i
  MCF10A rereplic: 17%

Record cards (already shown):
Profile of COc1ccc(N2CCN(C(c3ccco3)c3sc4nc(C)nn4c3O)CC2)cc1 (centres undefined) = ATXN2 expr inh = nt; EPAC2 antagonist = 18%; Nrf2 activator = -0.7%; HepG2 tox = -39%; Nrf2 inh = ?; A549 viability = 0%; TGFb SMAD3 inh = -30%; ATXN viability = i; MCF10A rereplic = -26%&-6%
Profile of O=C(OCn1nnc2ccccc2c1=O)c1cccc(S(=O)(=O)N2CCOCC2)c1 = ATXN2 expr inh = 0%; EPAC2 antagonist = -5%; Nrf2 activator = -0.4%; HepG2 tox = -1%; Nrf2 inh = 0%; A549 viability = 7%; TGFb SMAD3 inh = 1%; ATXN viability = i; MCF10A rereplic = 0%

Not all compounds are listed; count on the stated rates, not on these rows.
